KB-V1 MDR tox: qHTS assay for MDR1-selective chemotherapeutics: Primary screen using the drug-selected MDR subline cells KB-V1; KB-V1 MDR cells viability, CellTiter-Glo, 72 h; Potency, µM (series often up to 46.1 µM), for the others: top-dose activity change, negative = cytotoxicity, usual class: cytotoxic; actives 3.4% (n = 400,000); also: potency is read from the fitted curve at half-maximal effect; % is scaled to controls: 0 for no effect and ±100 for the full control effect; nearly all actives have a fitted effect of over 60% in size
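In this primary screen, KB-V1 cells overexpressing P-gp are incubated with library compounds (lowest to highest concentration) for 72 h at 37 degrees C before a luminescent ATP viability read.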
HT1080 IDH1KD tx: qHTS for induction of synthetic lethality in tumor cells producing 2HG: qHTS for the HT-1080-IDH1KD cell line; AID 686971, 2013; HT-1080 IDH1 knockdown viability, ATP luminescence, 48 h; actives 2% (n = 360,000); Potency, µM (doses to about 46.1 µM), for the others: at the top dose activity, negative = toxicity, actives largely listed as cytotoxic;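 also: potency is read from the fitted curve at half-maximal effect; 0% = DMSO wells and -100% = cell-free medium wells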
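HT-1080-IDH1KD cells (IDH1 knocked down), 750/well in RPMI with 5% FBS, treated with compound 48 h at 37 degrees C. Viability by CellTiter-Glo luminescence, normalised to DMSO and no-cell wells; concentration-response curves classed.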
SW480 rereplic: A quantitative high throughput screen for small molecules that induce DNA re-replication in SW480 colon adenocarcinoma cells; SW480 DNA re-replication, Hoechst DNA content imaging, 48 h; Potency, µM (highest dose often 46.1 µM), inactives show at the top dose re-replication activation, usual class: activators; actives 1.8% (n = 340,000); also: potency is read from the fitted curve at half-maximal effect; % of control where 0% means no effect; nearly all actives have a fitted effect of over 55% in size
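Compounds, transferred as 23 nL by pin tool, were incubated with cells for 48 hr; DNA content per nucleus was then quantified by Hoechst staining and fluorescence plate imaging.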
KB-3-1 cytotox: qHTS assay for MDR1-selective chemotherapeutics: Primary screen using the parental adenocarcinoma cell KB-3-1 | KB-3-1 viability, CellTiter-Glo ATP luminescence, 72 h | Potency, µM (series often up to 46.1 µM), inactives show top-dose activity change, negative = cytotoxic, hits mostly cytotoxic | actives 1.4% (n = 400,000) | AID 1347075, 2019; also: potency is read from the fitted curve at half-maximal effect; % is scaled to controls: 0 for no effect and ±100 for the full control effect; nearly all actives have a fitted effect of over 60% in size
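Cells are dispensed, compounds pinned in, plates held at 37 °C for 72 h, then CellTiter-Glo is added and luminescence read after 10 minutes. Cell line: parental KB-3-1 in phenol-red-free DMEM, 10% FBS.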
HT1080-NT tox: qHTS for induction of synthetic lethality in tumor cells producing 2HG: qHTS for the HT-1080-NT fibrosarcoma cell line; HT-1080-NT fibrosarcoma viability, CellTiter-Glo ATP luminescence, 48 h; Potency, µM (titrated, usually from 46.1 µM), inactives show at the top dose activity, negative = less viability, most hits filed as cytotoxic; actives 1.6% (n = 360,000); AID 686970, 2013;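 also: NT is the 2HG producing partner of a matched IDH1 knockdown line; potency is read from the fitted curve at half-maximal effect; 0% = DMSO-treated cells and -100% = media-only wells without cells; nearly all actives have a fitted effect of over 55% in size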
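Viability by CellTiter-Glo luminescence after 48 h compound exposure at 37C of HT-1080-NT cells (750/well, RPMI, 5% FBS). % activity scaled between DMSO wells and medium-only wells, then curve-fitted and categorized by curve class.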
D3 antag: qHTS of D3 Dopamine Receptor Antagonist: qHTS | D(3) dopamine receptor (Homo sapiens), P35462 | D3R cells, DiscoveRx beta-arrestin luminescence, antagonist mode; hits give low values | max response, negative = inhibition, % | actives 2.5% (n = 360,000); in the data active = max response below about -50%; inconclusive = no clear call, values can overlap the other calls; also: % is scaled to controls: 0 for no effect and ±100 for the full control effect; mostly tested at two doses, the higher about 12 µM
Target sequence (P35462 whole entry, looked up): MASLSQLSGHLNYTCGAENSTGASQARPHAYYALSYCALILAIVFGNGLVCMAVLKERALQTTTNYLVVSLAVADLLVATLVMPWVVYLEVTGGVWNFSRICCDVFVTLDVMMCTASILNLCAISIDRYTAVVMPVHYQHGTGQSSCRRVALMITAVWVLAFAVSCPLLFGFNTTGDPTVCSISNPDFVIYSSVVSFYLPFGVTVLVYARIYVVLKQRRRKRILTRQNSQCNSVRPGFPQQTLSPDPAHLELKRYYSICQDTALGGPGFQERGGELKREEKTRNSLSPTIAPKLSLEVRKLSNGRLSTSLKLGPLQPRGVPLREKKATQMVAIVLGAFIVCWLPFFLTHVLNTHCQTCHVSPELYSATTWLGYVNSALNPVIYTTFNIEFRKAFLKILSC
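Cells expressing the human receptor were seeded at 1500 cells/well, incubated overnight at 37 degrees C in 5% CO2, then exposed to library compounds with dopamine controls for 90 minutes at 37 degrees C before luminescent detection.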
DRD3 agonist: qHTS of D3 Dopamine Receptor Agonist: qHTS; D(3) dopamine receptor (Homo sapiens), P35462; D3R DiscoveRx beta-arrestin cells, luminescence, 90 min; max activation, %; actives 0.58% (n = 410,000); in the data active = max activation above about 30%; also: 0% is about no effect; mostly tested at two doses, the higher about 12 µM
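Agonist-mode cell screen: cells plated at 1500/well and incubated overnight at 37 °C, then exposed to library compounds for 90 min at 37 °C. Detection reagent was added for 30–60 min at room temperature, and luminescence was read.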
GLP1R ag: qHTS of GLP-1 Receptor Agonists | Glucagon-like peptide 1 receptor (Homo sapiens), P43220 | HEK293 GLP-1R CRE-luciferase, luminescence, 4-6 h; cells express a hypersensitive GLP-1R form | Potency, µM (highest dose often 45.6 µM), without a hit: at the top dose activation, usual class: activators | actives 0.007% (n = 380,000) | AID 624172, 2012; also: potency is read from the fitted curve at half-maximal effect; % of control where 0% means no effect
Target sequence (P43220 whole entry, looked up): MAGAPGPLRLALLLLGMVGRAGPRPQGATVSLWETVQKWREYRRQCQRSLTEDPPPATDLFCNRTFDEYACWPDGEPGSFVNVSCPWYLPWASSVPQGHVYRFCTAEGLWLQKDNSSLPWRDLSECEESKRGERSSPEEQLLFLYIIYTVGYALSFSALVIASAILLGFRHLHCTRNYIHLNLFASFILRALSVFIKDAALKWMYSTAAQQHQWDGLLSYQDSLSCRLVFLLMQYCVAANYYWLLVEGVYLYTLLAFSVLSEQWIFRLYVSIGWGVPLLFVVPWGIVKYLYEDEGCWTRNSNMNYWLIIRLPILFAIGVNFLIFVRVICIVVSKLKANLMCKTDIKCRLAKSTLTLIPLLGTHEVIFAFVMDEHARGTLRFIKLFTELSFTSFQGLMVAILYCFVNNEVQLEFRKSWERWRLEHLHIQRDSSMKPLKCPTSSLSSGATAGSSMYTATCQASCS
IL-1B inflam inh: qHTS for Inhibitors of Inflammasome Signaling: IL-1-beta AlphaLISA Primary Screen; THP-1 LPS/ATP IL-1B secretion, AlphaLISA, 16 h; hits give low values; activity change, % at 57.5 µM; actives 4.7% (n = 360,000); AID 743279, 2014; in the data active = activity change below about -50%; inconclusive = mostly about -30% to -49%; also: % is scaled to controls: 0 for no effect and ±100 for the full control effect
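Secreted IL-1B measured by AlphaLISA bead assay after 16 h compound exposure of THP-1 cells; compounds (final up to 57.5 uM) added 1 h before LPS (250 ng/mL) and ATP (1.25 mM) stimulation; lower signal means less secretion.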
An asterisk follows results filed as active; ? = inconclusive; . = no result given; ! = repeats disagree; [ ] = dose if it differs, or a comment. Unless noted, calls follow the shape of the dose curve; as a rule, active = well fitted curve in the direction sought with a large enough effect; inconclusive = small, poorly fitted or top-dose-only effect, or another doubt; inactive = no such curve, though single readings can be large; an effect the other way counts as inactive or inconclusive. The list is partial; the hit share may differ from the screen's.

Preview:
#1 CC1CCN(CC(=O)c2cccc(C(F)(F)F)c2)CC1
#2 CC(C)(C#CC(=O)O)OOC(c1ccccc1)(c1ccccc1)c1ccccc1
#3 CC(C)c1ccc(O)c(CN2CCN(c3ccccc3)CC2)c1
#4 COc1ccc(-n2c(C)cc(C(=O)C[N+]34CCN(CC3)CC4)c2C)cc1
#5 CCN(CC)c1ccc(CC2C(=O)N(C)C(=O)N(C)C2=O)cc1
Compound	1	2	3	4	5
KB-V1 MDR tox	19%	18%	?	0%	10%
HT1080 IDH1KD tx	3%	2%	6%	2%	8%
SW480 rereplic	-23%	0%	10%	-4%	-8%
KB-3-1 cytotox	13%	4%	?	-1%	7%
HT1080-NT tox	4%	-13%	15%	8%	-8%
D3 antag	-5	-25	-71*	-16	8
DRD3 agonist	12	-2	-2	-6	1
GLP1R ag	-5%	-6%	-6%	-5%	2%
IL-1B inflam inh	-6	-21	4	-20	-12

The list itself, from the start:
#1 CC1CCN(CC(=O)c2cccc(C(F)(F)F)c2)CC1
#2 CC(C)(C#CC(=O)O)OOC(c1ccccc1)(c1ccccc1)c1ccccc1
#3 CC(C)c1ccc(O)c(CN2CCN(c3ccccc3)CC2)c1
#4 COc1ccc(-n2c(C)cc(C(=O)C[N+]34CCN(CC3)CC4)c2C)cc1
#5 CCN(CC)c1ccc(CC2C(=O)N(C)C(=O)N(C)C2=O)cc1
#6 Cc1nc2ccccc2c(=O)n1-c1ccc(-c2ccccc2)cc1
#7 COc1cccc(NP2(=O)OCC(C)([N+](=O)[O-])CO2)c1 (centres undefined)
#8 CCCc1c(C)nc(SCC(=O)C(C)(C)C)nc1OC(=O)N(C)C
#9 N#CCCn1cc(C(=O)Nc2ccc([N+](=O)[O-])cc2)c(-c2ccc3c(c2)OCCO3)n1
#10 O=[N+]([O-])c1ccc(NCCO)c2ncccc12
Compound	1	2	3	4	5	6	7	8	9	10
KB-V1 MDR tox	19%	18%	?	0%	10%	?	-17%	-2%	-20%	?
HT1080 IDH1KD tx	3%	2%	6%	2%	8%	-3%	7%	1%	0%	-8%
SW480 rereplic	-23%	0%	10%	-4%	-8%	?	0%	-6%	10%	-16%
KB-3-1 cytotox	13%	4%	?	-1%	7%	-7%	3%	-14%	-1%	18%
HT1080-NT tox	4%	-13%	15%	8%	-8%	0%	-2%	3%	0%	-14%
D3 antag	-5	-25	-71*	-16	8	37	44	2	?	1
DRD3 agonist	12	-2	-2	-6	1	2	5	5	-14	-16
GLP1R ag	-5%	-6%	-6%	-5%	2%	-3%	1%	10%	1%	12%
IL-1B inflam inh	-6	-21	4	-20	-12	5	-1	7	-15	14

2 of the compounds above, with bars between the fields:
# | compound | KB-V1 MDR tox | HT1080 IDH1KD tx | SW480 rereplic | KB-3-1 cytotox | HT1080-NT tox | D3 antag | DRD3 agonist | GLP1R ag | IL-1B inflam inh
1 | CC1CCN(CC(=O)c2cccc(C(F)(F)F)c2)CC1 | 19% | 3% | -23% | 13% | 4% | -5 | 12 | -5% | -6
2 | CC(C)(C#CC(=O)O)OOC(c1ccccc1)(c1ccccc1)c1ccccc1 | 18% | 2% | 0% | 4% | -13% | -25 | -2 | -6% | -21

Further results follow:
#11 Cc1ccsc1C(=O)C1CCCN(Cc2c(C)nn(C(C)C)c2C)C1 (centres undefined)
#12 CC(C)(C)CC(=O)Nc1nnc(SCC(=O)NCc2cccs2)s1
#13 CCOC(=O)C1=C(C)N=C2c3ccccc3C(=O)C2C1c1ccc(Cl)cc1 (centres undefined)
#14 CCOC(=O)C1=C(N)Oc2ccccc2C12C(=O)N(CC(=O)OC)C(CC(=O)OC)=C2C(=O)OC (centres undefined)
#15 COc1cc(C2c3cc4c(c(O)c3CC3COC(=O)C32)OCO4)cc(OC)c1OC (centres undefined)
#16 CN1CCCN(C(=O)COc2ccccc2)CC1
#17 C=CCn1c(O)c(/C=C2\C=Nc3ccccc32)c(=O)[nH]c1=O
#18 Cc1cccc(-n2c(O)c(C=NCCCN3CCOCC3)c(=O)[nH]c2=O)c1C
#19 CC/C(CC(c1ccccc1)c1c(O)c2ccccc2oc1=O)=N\NC(N)=S (centres undefined)
#20 CN1CCN(CCC(C#N)(c2ccccc2)c2ccccc2)CC1
Compound	11	12	13	14	15	16	17	18	19	20
KB-V1 MDR tox	0%	-28%	-27%	-1%	0.18µM*!	-2%	0%	32%	0%	-28%
HT1080 IDH1KD tx	7%	1%	?	?	?	11%	-15%	0%	-15%	1%
SW480 rereplic	5%	-41%[inhibitor]	13%	-3%	0.052µM*	-4%	-10%	-2%	22%	-6%
KB-3-1 cytotox	-13%	1%	-20%	-2%	0.0082µM*!	-4%	-2%	9%	?	-12%
HT1080-NT tox	0%	-2%	?	6%	0.0052µM*	18%	?	12%	-5%	-1%
D3 antag	?	14	?	-17	18	4	-6	-10	1	-80*
DRD3 agonist	-21	2	-19	-12	-3	4	-4	-1	2	-1
GLP1R ag	10%	13%	0%	-7%	30%	4%	5%	1%	-7%	-3%
IL-1B inflam inh	36	-5	-52*	12	24	12	69	7	33	?

#21 Cc1ccc(C(O)(C(=O)OC(C)C)C(O)c2ccccc2)cc1 (centres undefined)
#22 N#Cc1ccc(/C=C/C(=O)O)cc1
#23 CC12CN3CC(C)(CN(C1)C3c1cccs1)C2=O (centres undefined)
#24 O=C1NC(=S)NC(=O)C1Cc1ccccc1
#25 COc1ccc(C(=O)C2CCCN(C3CSCCSC3)C2)c(OC)c1 (centres undefined)
#26 Cc1ccc2cccc(OC(=O)N3CCCC3)c2n1
#27 COP(=O)(OC)C(Nc1ccccn1)c1ccccc1 (centres undefined)
#28 CCCCn1c(=O)c(C(=O)Nc2ccsc2C(=O)OC)c(O)c2ccccc21
#29 Cc1ccc2c(c1)C(c1ccccc1)NCC(=O)N2 (centres undefined)
#30 O=c1c2ccccc2nc(-c2ccc(Cl)cc2Cl)n1-c1nccs1
Compound	21	22	23	24	25	26	27	28	29	30
KB-V1 MDR tox	-14%	24%	7%	-5%	-4%	?	24%	?	0%	0%
HT1080 IDH1KD tx	4%	0%	25%	0%	-3%	0%	14%	-9%	-12%	?
SW480 rereplic	.	-7%	-12%	-2%	?	-6%	-4%	-17%	2%	8%
KB-3-1 cytotox	1%	0%	12%	1%	-9%	27%	11%	?	-2%	-28%
HT1080-NT tox	-3%	14%	10%	3%	-7%	-3%	7%	1%	-7%	?
D3 antag	1	-13	1	4	?	13	6	22	0	12
DRD3 agonist	-11	-1	-3	4	-16	-2	1	5	2	2
GLP1R ag	.	-9%	2%	-3%	9%	1%	-1%	1%	26%	7%
IL-1B inflam inh	-21	-12	2	-11	-6	-14	13	22	47	0

#31 c1cncc(CNCCN2CCNCC2)c1
#32 CC[N+]12CCC(CC1)C(C(O)(c1ccccc1)c1ccccc1)C2 (centres undefined)
#33 C=CCNC(=O)c1c(N)n(Cc2ccco2)c2nc3ccccc3nc12
#34 CCC1(c2ccc(-c3ccccc3)cc2)C(=O)NC(=O)NC1=O
#35 COc1ccc2[nH]cc(CCNCc3cccnc3)c2c1
#36 CC[C@@H](C(=O)[C@@H](C)[C@@H](O)[C@H](C)[C@@H]1O[C@@H]([C@@H](CC)C(=O)O)CC[C@@H]1C)[C@H]1O[C@]2(C=C[C@@H](O)[C@]3(CC[C@@](C)([C@H]4CC[C@](O)(CC)[C@H](C)O4)O3)O2)[C@H](C)C[C@@H]1C
#37 O=c1[nH]c(O)c(N=Nc2ccc(SC(F)F)cc2)c(=O)[nH]1
#38 CCNC(=S)N(C)CCc1cc2c(c(OC)c1C=C1C(=O)N(C)C(=O)N(C)C1=O)OCO2
#39 CCOC(=O)[C@]12Cc3cc(OC)ccc3[C@H]1N(CC(=O)OC)C(=O)c1cc(OC)ccc12
#40 COc1ccc(CN2C(=O)NC(=O)/C(=C/c3ccc([N+](=O)[O-])s3)C2=O)cc1
Compound	31	32	33	34	35	36	37	38	39	40
KB-V1 MDR tox	0%	0%	-20%	19%	-2%	?	2%	?	?	-2%
HT1080 IDH1KD tx	-23%	-2%	?	-5%	0%	2.9µM*	-28%	?	?	-4%
SW480 rereplic	4%	-1%	12%	-19%	-21%	?	1%	-11%	.	?
KB-3-1 cytotox	-3%	0%	1%	3%	-1%	?	-39%	5%	4.6µM*	-10%
HT1080-NT tox	-2%	0%	?	4%	1%	0.52µM*	?	26%	?	-20%
D3 antag	?	-16	-3	3	4	373	-16	3	0	-2
DRD3 agonist	4	-9	10	-1	-15	249*	-11	-5	-12	18
GLP1R ag	-1%	-6%	20%	-4%	1%	-16%	-3%	0%	-15%	8%
IL-1B inflam inh	4	?	-14	2	7	-111*	-27	0	-57*	10

#41 OCC1(CO)COC(c2cccnc2)N1 (centres undefined)
#42 CC(C)CN1Cc2cc(-c3cccc(F)c3)ccc2-n2nncc2C1
#43 CCCC1(CCC)C(=O)NC(=NCc2ccccc2)NC1=O
#44 Cc1cccc(-n2c(O)c(C=Nc3ccc(Br)cn3)c(=O)[nH]c2=O)c1
#45 NC(Cc1ccccc1)c1nn[nH]n1 (centres undefined)
Compound	41	42	43	44	45
KB-V1 MDR tox	3%	17%	5%	2%	0%
HT1080 IDH1KD tx	8%	-18%	?	5%	25%
SW480 rereplic	-3%	.	?	?	-1%
KB-3-1 cytotox	-1%	0%	?	6%	7%
HT1080-NT tox	-1%	0%	15µM*	13%	23%
D3 antag	-1	20	?	-3	?
DRD3 agonist	17	0	3	3	-22
GLP1R ag	-10%	23%	-10%	-1%	5%
IL-1B inflam inh	-4	-6	21	11	-3
